L3MBTL1 inh = qHTS Assay for the Inhibitors of L3MBTL1; AlphaScreen L3MBTL1–H3K9me1 peptide binding; Potency, µM (highest dose often 57.1 µM), for the others: at the highest dose activity, negative = inhibition, usual class: inhibitors; 230,000 tested, 0.66% active; further: nearly all actives have a fitted effect of over 60% in size
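Displacement of a biotinylated histone H3(1-15) peptide monomethylated at Lys9 (75 nM) from L3MBTL1 (50 nM) was measured by AlphaScreen after a 30 min room-temperature compound incubation; cefsulodin titration served as intraplate control.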
RGS12 GoLoco inh = qHTS Assay for Inhibitors of RGS12 GoLoco Motif Activity (Red Fluorophore); Gai1:RGS12 GoLoco peptide FP, rhodamine, 10 min; 230,000 tested, 0.44% active; Guanine nucleotide-binding protein G(i) subunit alpha-1 (Homo sapiens), P63096; Potency, µM (titrated, usually from 61.6 µM), for the others: at the top dose activity, negative = inhibition, actives largely listed as inhibitors; active means well fitted inhibition curve with a large enough effect, not every such curve was filed as active; inactive means no such curve, though single readings can be large or run the other way; further: nearly all actives have a fitted effect of over 30% in size; many of its hits are not listed in these tables
TexasRed fluor = Total Fluorescence Counterscreen for Inhibitors of the Interaction of Thyroid Hormone Receptor and Steroid Receptor Coregulator 2 | AID 1479, 2009 | Potency, µM (top dose mostly 106 µM), inactives show at the highest dose fluorescence change, negative = quenching | 280,000 tested, 0.29% active | TRb/SRC2 Texas Red total fluorescence interference; active means well fitted curve in either direction with a large enough effect; inconclusive means small, poorly fitted or top-dose-only effect
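Flags fluorescent or light-absorbing compounds by total fluorescence, S + 2P, at 555 nm excitation and 632 nm emission. Mixture: 20 nM Texas Red SRC2 peptide, 0.6 uM human TRb LBD, 1 uM T3, 5% DMSO; compound exposure 5 h at ambient temperature.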
Tau fibril FP = qHTS for Inhibitors of Tau Fibril Formation, Fluorescence Polarization | Microtubule-associated protein tau (Homo sapiens), P10636 | K18 P301L tau heparin fibrillization, Alexa594 FP, 6 h | Potency, µM (doses to about 57.7 µM), for the others: at the highest dose activity, negative = inhibition, usual class: inhibitors | 280,000 tested, 0.39% active | AID 1468, 2008; further: nearly all actives have a fitted effect of over 55% in size
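Quantitative HTS format: compounds meet 15 uM recombinant K18 P301L tau and Alexa 594-tau tracer in 100 mM sodium acetate pH 7; 20 uM heparin triggers fibrillization at 37 C over 6 hr; FP gives the signal.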
RECQ1 helicase = qHTS Assay for Inhibitors of RecQ-Like Dna Helicase 1 (RECQ1); AID 2549, 2010; Potency, µM (doses to about 57.3 µM), for the others: at the highest dose activity, negative = inhibition, hits mostly inhibitors; ATP-dependent DNA helicase Q1 (Homo sapiens), P46063; 240,000 tested, 0.54% active; RECQ1 DNA unwinding, red fluorescence kinetic read;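 further: plate controls were vehicle for no effect and no enzyme for full effect; nearly all actives have a fitted effect of over 30% in size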
Target sequence (P46063 whole entry, looked up): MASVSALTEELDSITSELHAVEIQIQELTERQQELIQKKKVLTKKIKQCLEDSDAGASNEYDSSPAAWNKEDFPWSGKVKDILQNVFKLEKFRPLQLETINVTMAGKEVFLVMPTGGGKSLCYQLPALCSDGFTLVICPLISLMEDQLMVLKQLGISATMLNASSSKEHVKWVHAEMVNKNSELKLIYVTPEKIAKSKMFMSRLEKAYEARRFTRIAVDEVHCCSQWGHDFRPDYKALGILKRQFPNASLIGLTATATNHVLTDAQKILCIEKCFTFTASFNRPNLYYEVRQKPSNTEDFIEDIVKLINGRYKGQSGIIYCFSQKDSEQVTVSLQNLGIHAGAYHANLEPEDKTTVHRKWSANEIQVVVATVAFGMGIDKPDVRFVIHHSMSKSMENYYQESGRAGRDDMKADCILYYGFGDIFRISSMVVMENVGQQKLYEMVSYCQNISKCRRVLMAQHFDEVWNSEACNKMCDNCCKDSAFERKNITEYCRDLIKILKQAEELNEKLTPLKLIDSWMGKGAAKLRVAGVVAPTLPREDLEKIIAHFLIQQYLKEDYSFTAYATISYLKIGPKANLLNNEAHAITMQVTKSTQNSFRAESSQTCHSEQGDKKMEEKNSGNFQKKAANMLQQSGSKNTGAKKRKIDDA
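RECQ1T1 50 nM; forked duplex (20 bp + 30-nt ss tails) 200 nM, ATP 2 mM final; pH 8.0, 2 mM MgCl2, 2.5 ug/ml poly(dI-dC); 15 min compound preincubation; discontinuous kinetic read over 2 h at RT.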
Tau ThT inhib = qHTS for Inhibitors of Tau Fibril Formation, Thioflavin T Binding; recombinant tau K18 P301L (four-repeat tau fragment), heparin-induced fibrillization, ThT fluorescence; Potency, µM (series often up to 57.4 µM), inactives show top-dose activity, negative = inhibition, most hits filed as inhibitors; 270,000 tested, 2.1% active; AID 1460, 2008; further: nearly all actives have a fitted effect of over 55% in size
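K18 P301L tau (15 uM + 0.24 uM Alexa 594-tagged), heparin 20 uM, NaOAc pH 7, 6 h 37 C; ThT 30 uM, 1 h RT, ex 450/em 510 nm.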
TRb-SRC2 inh = qHTS for Inhibitors of the Interaction of Thyroid Hormone Receptor and Steroid Receptor Coregulator 2; Thyroid hormone receptor beta (Homo sapiens), P10828; TRbeta-SRC2 peptide binding, fluorescence polarization; receptor liganded with 1 µM T3; Potency, µM (doses to about 106 µM), without a hit: top-dose activity change, negative = inhibition, actives largely listed as inhibitors; 280,000 tested, 0.065% active;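 further: plate controls were bound peptide for no effect and peptide without receptor for full effect; nearly all actives have a fitted effect of over 50% in size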
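A fluorescence polarization screen tested compounds at multiple concentrations against complex formation between 0.6 uM TRb ligand-binding domain and 20 nM Texas Red SRC2 peptide, with 1 uM T3 present; readout after 5 hr.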
JMJD2E inh = qHTS Assay for Inhibitors of Human Jumonji Domain Containing 2E (JMJD2E); Potency, µM (highest dose often 57.1 µM), for the others: top-dose activity change, negative = inhibition, actives largely listed as inhibitors; JMJD2E catalytic domain, FDH-coupled NADH fluorescence (FDH is formaldehyde dehydrogenase); Lysine-specific demethylase 4E (Homo sapiens), B2RXH2; 230,000 tested, 1.6% active; AID 2147, 2009; active means well fitted inhibition curve with a large enough effect, not every such curve was filed as active; inconclusive means small, poorly fitted or top-dose-only effect, or another doubt; inactive means no such curve, though single readings can be large or run the other way;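 further: 0% = wells with enzyme and -100% = buffer wells without enzyme; nearly all actives have a fitted effect of over 50% in size; many of its hits are not listed in these tables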
Target sequence (B2RXH2 1-337 limits assumed): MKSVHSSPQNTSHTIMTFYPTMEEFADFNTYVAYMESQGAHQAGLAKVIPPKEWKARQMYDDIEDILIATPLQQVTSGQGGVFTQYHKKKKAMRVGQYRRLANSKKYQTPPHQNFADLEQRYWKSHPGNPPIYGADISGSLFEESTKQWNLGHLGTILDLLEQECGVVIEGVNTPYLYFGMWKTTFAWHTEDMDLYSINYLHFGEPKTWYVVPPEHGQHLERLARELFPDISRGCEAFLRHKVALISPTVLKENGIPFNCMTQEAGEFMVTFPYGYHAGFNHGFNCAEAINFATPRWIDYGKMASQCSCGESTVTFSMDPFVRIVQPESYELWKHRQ
* marks the source's active call; other numbers are inactive results; i = inactive; ? = inconclusive; . = not tested or not shown; & = joins results of further samples; [ ] = dose if it differs, or a comment. Unless noted, the call rests on the fitted dose curve; in most records, active means well fitted curve in the direction sought with a large enough effect; inconclusive means small, poorly fitted or top-dose-only effect, or another doubt; inactive means no such curve, though single readings can be large; an effect the other way counts as inactive or inconclusive. Unless noted, on the % scale 0 is the no-effect control and ±100 the full control effect; potency means the concentration at half of the fitted maximal effect. The list is partial. The share of hits here may be higher or lower than overall.

SMILES	L3MBTL1 inh	RGS12 GoLoco inh	TexasRed fluor	Tau fibril FP	RECQ1 helicase	Tau ThT inhib	TRb-SRC2 inh	JMJD2E inh
Cc1cc(NC(=O)CC2(CC(=O)O)CCCC2)n(C)n1	.	11.2%	0.9%	-2.5%	-11.2%	.	4.1%	-2.0%
O=C(O)CCCC(=O)Nc1ccccc1Oc1ccccc1	9.7%	3.5%	-0.6%	5.3%	-5.5%	-0.1%	-2.9%	1.9%
CCCCOC(=O)c1ccc(Nc2ncnc3nc[nH]c23)cc1	14.9%	-3.1%	-0.3%	-1.0%	-2.1%	-2.7%	-8.6%	?
COc1ccc(NC(=S)Nc2ccccc2SC)c(OC)c1	-9.2%	9.2%	-4.3%	-1.6%	-10.2%	-3.4%	3.3%	-1.3%
O=C(CCOc1ccccc1)N(Cc1cccnc1)c1nc2ccc(Cl)cc2s1	.	.	-1.1%	-9.4%	.	-8.0%	-8.9%	.
Cc1c(Cl)c([N+](=O)[O-])nn1CCCC(=O)N1CCN(c2ccccc2)CC1	-2.0%	-5.0%	2.7%	3.6%	-3.5%	?	-0.4%	-1.5%
N#CC1(Cc2ccccc2Cl)c2ccccc2C=CN1C(=O)c1ccccc1 (stereo unspecified)	.	5.1%	-1.1%	-5.1%	-21.5%	-4.5%	5.5%	-7.3%
CCOC(=O)N1CCc2c(sc3ncn(Cc4ccc(F)cc4)c(=O)c23)C1	2.0%	9.1%	-0.5%	-4.8%	-12.2%	-8.9%	-1.5%	-5.2%
COC(=O)c1ccccc1NC(=O)Cn1c(CCC(=O)O)ccc1-c1ccc(C)cc1	.	.	-20.9%	-0.8%	.	?	8.6%	.
Cc1nc(C)n(CC(=O)N2CCCC(C(=O)c3ccc(Cl)cc3C)C2)n1 (stereo unspecified)	0.8%	1.9%	-2.1%	-5.3%	i	2.5%	-5.8%	7.0%
Cn1c2c(c(=O)n(C)c1=O)C(NS(=O)(=O)c1ccc(Cl)cc1)(C(F)(F)F)C(=O)N2 (stereo unspecified)	.	-4.1%	0.4%	8.2%	9.8%	-5.9%	-16.7%	-2.7%
CCOC(=O)c1c(NC(=O)CSc2nnc(CNc3ccc(F)cc3)o2)sc(C(C)=O)c1C	.	13.9%	-2.3%	4.8%	-9.1%	-16.5%	-6.5%	-5.5%
CC(C)c1ccc(NC(=O)CC2NCCNC2=O)cc1 (stereo unspecified)	.	.	1.5%	-3.3%	.	-3.7%	5.2%	.
CCc1ccccc1N(C)S(=O)(=O)c1ccc2c(c1)C(C)(C)C(=O)N2C	.	.	-1.2%	-0.5%	.	?	0.7%	.
Clc1ccc(C2[C@H]3CN(Cc4cccnc4)[C@H](c4ccccc4)C34CC2(c2cccnc2)C4)cn1 (stereo partly specified)	.	0.7%&-1.8%	-2.5%&-0.3%	-1.2%&-0.9%	-3.1%	-8.7%&-9.9%	1.3%&3.1%	-1.7%&-1.3%
Clc1ccc(-c2nnc3sc(-c4ccc(Br)o4)nn23)c(Cl)c1	4.4%	1.6%	-0.7%	-0.7%	-7.8%	-4.9%	10.6%	-21.8%
C=CCNC(=O)c1ccc(OC)cc1	-5.6%	5.0%	-1.8%	3.5%	-10.8%	-5.2%	-5.6%	-15.2%
CC(C)Oc1ccc(N2CC(C(=O)Nc3ccccn3)CC2=O)cc1 (stereo unspecified)	1.2%	3.3%	-4.0%	0.9%	13.1%	-6.7%	-0.1%	-6.4%
Cc1ccccc1OCC(=O)Nc1ccccc1C(=O)OCc1cc(=O)n2c(C)csc2n1	.	.	-1.3%	-4.2%	.	11.2%	-0.3%	.
Cn1ncc2cc(NC(=S)NC(=O)c3ccccc3)ccc21	-2.3%	-2.3%	-3.2%	7.6%	-1.3%	?	7.5%	2.9%
CCOC(=O)N1CCN(c2c(NCCN3CCN(Cc4ccccc4)CC3)c(=O)c2=O)CC1	.	4.3%	-1.6%	4.1%	-10.7%	-11.1%	-14.0%	-6.5%
CC1CCN(c2csc3ccc(F)cc3c2=O)CC1	.	.	?	14.1%	.	?	8.7%	.
CCOC(=O)CC(C#N)c1cn(C)c2ccccc12 (stereo unspecified)	-4.0%	17.0%	1.1%	7.4%	i	-12.7%	-0.5%	-6.9%
CCOC(=O)CN1C(=O)C2Cc3ccccc3CN2C1=S (stereo unspecified)	7.7%	-49.8%	-2.2%	-24.3%	-8.6%	-11.8%	4.7%	-4.1%
CCCNC(=O)N1c2ccccc2Sc2ccccc21	2.4%	-2.9%	-1.2%	-2.9%	-5.6%	-12.9%	-7.4%	2.6%
O=c1oc(-c2ccccc2Cl)nc2ccsc12	.	0.1%	-6.0%	13.1%	-9.7%	?	5.7%	5.4%
CC(=O)N1CCN(S(=O)(=O)c2cccc(C(=O)Nc3nc4ccccc4[nH]3)c2)CC1	-4.0%	18.2%	0.8%	-2.3%	-3.2%	-8.1%	10.5%	-29.9%
CCCCNC(=O)CCCCn1c(=S)[nH]c2c([nH]c3ccc(OC)cc32)c1=O	4.4%	3.3%	-2.6%	-6.2%	-0.9%	1.8%	7.3%	0.3%
CCN(CC)CCCN1CC(O)=C(c2nc3ccccc3s2)C1=N	.	3.6%	-2.5%	-1.8%	-11.2%	-8.7%	4.2%	0.3%
O=C(Cc1ccccc1)N1CCN=C1SCc1ccc([N+](=O)[O-])cc1	?	.	-5.6%	-0.8%	-0.9%	?	-6.8%	2.7%
Cc1ccc(C)c(N2CCN(C(=O)C34CC5CC(C3)CC(n3nnc(C)n3)(C5)C4)CC2)c1	-7.7%	5.4%	1.9%	?	-1.6%	?	1.0%	-4.1%
COCCn1c(SCC(=O)c2[nH]c(C)c(C(C)=O)c2C)nc2ccccc2c1=O	.	-0.3%	-3.3%	-7.2%	14.9%	-7.9%	0.0%	?
CCc1nc2c(sc3nc4c(cc32)COC(C)(C)C4)c(=O)n1Cc1ccco1	.	1.6%	3.9%	8.7%	18.7%	-14.4%	-4.1%	?
Cc1nn(CCC(=O)N2CCN(c3ccccc3)CC2)c(C)c1S(=O)(=O)N1CCCC1	.	.	-0.9%	2.6%	.	-4.1%	-8.3%	.
COc1ccc(OCC(=O)N/N=C(\CCC(=O)O)c2cccs2)cc1	3.9%	17.6%	-1.8%	4.9%	-15.6%	-1.9%	4.2%	2.3%
N#C/C(=C\C=C\c1ccccc1)c1nc(-c2ccc3c(c2)OCO3)cs1	?	2.3%	8.8%	10.3%	-9.6%	?	?	5.2%

A draw from above in order of SMILES length, highest first.
SMILES	L3MBTL1 inh	RGS12 GoLoco inh	TexasRed fluor	Tau fibril FP	RECQ1 helicase	Tau ThT inhib	TRb-SRC2 inh	JMJD2E inh
CCc1nc2c(sc3nc4c(cc32)COC(C)(C)C4)c(=O)n1Cc1ccco1	.	1.6%	3.9%	8.7%	18.7%	-14.4%	-4.1%	?
O=C(CCOc1ccccc1)N(Cc1cccnc1)c1nc2ccc(Cl)cc2s1	.	.	-1.1%	-9.4%	.	-8.0%	-8.9%	.
CCN(CC)CCCN1CC(O)=C(c2nc3ccccc3s2)C1=N	.	3.6%	-2.5%	-1.8%	-11.2%	-8.7%	4.2%	0.3%
CC(C)c1ccc(NC(=O)CC2NCCNC2=O)cc1 (stereo unspecified)	.	.	1.5%	-3.3%	.	-3.7%	5.2%	.
CC1CCN(c2csc3ccc(F)cc3c2=O)CC1	.	.	?	14.1%	.	?	8.7%	.

(continued)
SMILES	L3MBTL1 inh	RGS12 GoLoco inh	TexasRed fluor	Tau fibril FP	RECQ1 helicase	Tau ThT inhib	TRb-SRC2 inh	JMJD2E inh
COc1ccc(CNc2ccc3c(c2)nc(C)n3C)cc1	-3.0%	0.9%	0.2%	2.4%	-1.2%	-20.2%	-2.9%	?
COc1ccccc1N(C)S(=O)(=O)c1ccc(C(=O)NCc2ccc3c(c2)OCO3)cc1	-8.8%	-2.0%	-0.6%	-1.4%	-3.6%	-2.0%	1.8%	-0.8%
FC(F)(F)COc1ccc(-c2nnc(SCc3c(Cl)cccc3Cl)o2)cn1	-9.3%	3.5%	-1.0%	-1.6%	?	2.0%	-3.3%	-0.6%
CCOC(=O)c1[nH]c(CSc2nnnn2-c2ccccc2C)c(C(=O)OCC)c1C	.	35.5%[activator]	0.2%	6.5%	-6.6%	-10.1%	-9.0%	8.1%
O=S(=O)(c1ccccc1F)N1CCC(Oc2ccc(-n3cnnn3)cc2)CC1	.	.	1.4%	4.2%	.	-2.4%	1.7%	.
O=C(c1ccco1)N1CCN(C2CC(=O)N(c3ccccc3)C2=O)CC1 (stereo unspecified)	.	-11.5%	-3.0%	-2.0%	-2.3%	-4.8%	8.2%	8.1%
Cc1ccc(S(=O)(=O)N(CC(=O)Nc2c(C)cccc2C)c2cccc(Cl)c2)cc1	.	.	-7.4%	11.1%	.	-3.6%	2.3%	.
O=C(Nc1cc([N+](=O)[O-])ccc1Cl)C1CC1	3.9%	-3.0%	-0.7%	-0.8%	i	-9.4%	-7.1%	3.5%
COc1ccc(OC(=O)c2ccncc2)cc1	1.6%	2.0%	-1.0%	10.2%	-4.4%	-10.0%	-1.8%	-0.7%
CC(=O)N(C)c1ccc(NC(=O)Nc2ccccc2C)cc1	-2.2%	5.0%	1.2%	-4.2%	-1.8%	7.0%	-7.6%	-2.0%
N#Cc1c(NCCN)nc(-c2ccccc2)c2c1CCCC2	.	8.2%	1.1%	-2.2%	-0.7%	-3.9%	1.6%	?
Cc1ccc(C(=O)Nc2cccc(-c3nc4cccnc4s3)c2C)cc1	.	.	-15.9%	-0.3%	.	?	-1.2%	.
O=C(NCc1ccc(F)cc1)c1cc(-c2ccc(Cl)cc2)n[nH]1	.	.	-1.7%	-16.2%	.	10.5%	3.3%	.
